Bioassay records (PubChem BioAssay)
Autophagy HCS – alters autophagy in cells; MEF GFP-LC3 puncta imaging; test concentration mostly 10 µM; calls only at 10 µM (by protocol); actives 0.98% (n = 190,000); AID 463193;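 active means percentage of spot-positive cells more than 3 SD above its plate mean, without a fluorescence outlier flag or 80% toxicity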;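 further: spot-positive cell cutoff set from DMSO-treated cells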
Dynein cargo inh – blocks dynein driven cargo transport along microtubules. 3617.4 mouse cells, GR-EGFP nuclear translocation imaging; test concentration mostly 20 µM; stimulated with dexamethasone, 1 µM; active compounds read low. z-score, hits read low. actives 0.47% (n = 220,000). AID 1381;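 active means plate z-score of nuclear minus cytoplasmic receptor signal below a set negative limit, without overly bright fluorescence or cell loss, cut at about -3.5 in these data, passing the limit was not always enough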;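 further: z-score of nuclear minus cytoplasmic ring GR-EGFP intensity difference per well; some compounds called inactive have numbers as strong as hits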
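Schedule: 48 h induction, then 1 h compound, then 30 min agonist, 37 °C. Buffer or medium: tetracycline-free induction medium containing charcoal-stripped FBS. Reagent: 1.0 µM final dexamethasone stimulus. Evaluation: nuclear versus cytoplasmic GR-EGFP signal, averaged per well. Signal: high-content fluorescence imaging after fixation.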
b-catenin transl – modulators of beta-catenin nuclear translocation; HeLa beta-catenin nuclear translocation, immunofluorescence imaging; nuclear translocation activity, % at 5 µM; actives 0.3% (n = 190,000); AID 1665;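 active means nuclear translocation activity above 50% at 5 µM, with a well cell count of 50 or more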;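 further: per-cell ratio of nuclear to cytoplasmic median beta-catenin stain intensity; plate controls were DMSO negative control for no effect and GSK-3 inhibitor IX positive control for full effect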
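Test system: human HeLa cell line; Doses: 5 µM primary, 0.02–20 µM confirmation; Incubation: 24 h compound exposure, 37°C; Detection: beta-catenin immunofluorescence imaging with DAPI; Read-out: beta-catenin nuclear/cytoplasmic ratio, % activation.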
Yfh1-depleted yeast – enhancers of respiration in Yfh1-depleted yeast, dose response, Friedreich's ataxia, plus single-dose screen (AID 1465) | S. cerevisiae Yfh1-off respiration, WST-1 reduction, 72 h; higher fold induction means a stronger effect | one-dose fold induction at 50 µM; EC50 in µM for titrated hits | actives 0.074% (n = 220,000);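 active means fold induction of absorbance versus untreated yeast above a set limit, then at least 30% activation at any dose in follow-up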;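 further: activators that raise dye reduction in frataxin-depleted yeast; strong numbers were not always called active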
Hep lipid drop – modulators of hepatic lipid droplet formation. AML12 mouse hepatocytes, oleate lipid droplets, BODIPY imaging. inhibition, % at 6.5 µM. actives 0.4% (n = 240,000);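 active means lipid droplet intensity inhibited by at least 50%, with more than 500 cells counted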
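Material: mouse AML12 hepatocyte cell line, fixed after treatment; Timing: compound with oleate, overnight; Technique: high-content imaging of BODIPY-stained droplets and DAPI nuclei; Probe or stimulus: oleate, 100 µM final; Dosing: compound at 6.5 µM only.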
WT yeast gro inh – growth inhibition of WT yeast, mitochondrial fusion screen; mitochondrial fusion phenotypic screen, WT strain; inhibition, % at 10 µM; actives 2.1% (n = 190,000); AID 1362; in the data active means inhibition above about 58%; tested in S. cerevisiae
Ins promoter up – MIN6 insulin promoter up-regulation. MIN6 insulin promoter-GFP reporter, high-content imaging; active compounds read high. z-score at 5 µM. actives 0.3% (n = 190,000);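 active means z-score above 3 at 5 µM with at least 500 cells counted in the well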
MT stabilizer – microtubule stabilization, imaging screen | HeLa tubulin immunostaining HCS, 24 h; share of cells brighter than vehicle mean+2SD | % tubulin-high responders, % at 10 µM | actives 0.83% (n = 200,000);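 active means plate Z-score above 3 for both tubulin-high and condensed-nucleus cell shares, with cell loss under 80%, at 10 µM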;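 further: anti alpha tubulin signal scored within the nucleus-defined area of each cell; some results filed as inactive read as strong as hits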
NOD2 inhibition – NOD2 signaling inhibitors, cell-based, luminescence, uHTS, HEK293 (AID 1566); HEK293 NOD2/NF-kB luciferase reporter, luminescence; higher % means a stronger effect; actives 0.63% (n = 290,000); inhibition, % at 4 µM, or EC50 in µM where a hit was titrated; in the data active means inhibition above about 50%; further: many of its hits are not listed in these tables
WT yeast gro inh mutant strain – second read-out of WT yeast gro inh, no call of its own (marks repeat the call); inhibition, %; mitochondrial fusion phenotypic screen, mutant strain inhibition
Dynein cargo inh cytoplasmic EGFP – recorded beside Dynein cargo inh, whose call it bears; z-score; measured here: cytoplasmic GR-EGFP intensity; active compounds read high
Dynein cargo inh nuclear GR-EGFP – also measured in Dynein cargo inh; calls as there; z-score; measured here: nuclear GR-EGFP intensity;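 lower value marks the stronger effect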
Dynein cargo inh cell count – also measured in Dynein cargo inh; calls as there; z-score; measured here: cell count per field
Ins promoter up cell count – also measured in Ins promoter up; calls as there; cell count; measured here: cytotoxicity, nuclei count;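 total cells summed across four imaged fields per well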
Hep lipid drop cells 6.5 µM – second read-out of Hep lipid drop, no call of its own (marks repeat the call); cell count; measured here: cell count, cytotoxicity flag;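 cells counted across two imaged fields per well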
b-catenin transl cell count 5 µM – recorded beside b-catenin transl, whose call it bears; cell count; measured here: cell count, cytotoxicity flag
MT stabilizer Hoechst-high % – recorded beside MT stabilizer, whose call it bears; % Hoechst-high responders; measured here: nuclear condensation Hoechst responders;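 share of cells brighter than vehicle mean plus two SD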
MT stabilizer cytotoxicity % – also measured in MT stabilizer; calls as there; toxicity, %; measured here: cytotoxicity by cell density;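 0% = mean cell density of plate MIN control wells and 100% = no cells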
Autophagy HCS cell loss 18 h – recorded beside Autophagy HCS, whose call it bears; toxicity, %; measured here: cell loss, nuclei count;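 cell loss after 18 h compound exposure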
* = called active by the depositor; i = inactive; / = no result given. Only part of the results is shown, so the mix of outcomes need not match the whole.

SMILES	Autophagy HCS	Autophagy HCS cell loss 18 h	Dynein cargo inh	Dynein cargo inh cytoplasmic EGFP	Dynein cargo inh nuclear GR-EGFP	Dynein cargo inh cell count	b-catenin transl	b-catenin transl cell count 5 µM	Yfh1-depleted yeast	Hep lipid drop	Hep lipid drop cells 6.5 µM	WT yeast gro inh	WT yeast gro inh mutant strain	Ins promoter up	Ins promoter up cell count	MT stabilizer	MT stabilizer Hoechst-high %	MT stabilizer cytotoxicity %	NOD2 inhibition
COc1ccccc1CCc1nnc(CCC(=O)NC(C)Cc2ccsc2)o1 (stereo not drawn)	i	12	0.64	-0.24	0.67	-0.64	2.0	900	i	-2	695	20	14	-0.59	1474	3.8	1.4	6.4	1%
CC1CCCCN1S(=O)(=O)c1ccc(N(C(=O)c2cnccn2)C(C(=O)NC2CCCCC2)c2cccs2)cc1 (stereo not drawn)	i	5	1	-0.062	0.97	-1.2	-0.5	1105	i	-4	570	-3	-2	0.01	1431	2.3	2.5	12	3%
COc1cccc(CNC(=O)C2=C(C)C(=O)OC23CCC(C)CC3)c1 (stereo not drawn)	i	-37	-0.74	-0.23	-0.5	1.7	-0.6	827	i	/	/	-10	-21	0.31	1236	3.0	1.9	7.3	-3%
O=[N+]([O-])c1cccc(-c2cc3cccc[n+]3cc2-c2cccc([N+](=O)[O-])c2)c1	i	18	0.37	0.052	0.31	-1.7	/	/	i	2	700	17	16	-0.28	1251	4.9	3.8	0.6	1%
O=C(c1cc(-c2cccs2)on1)N1CCOCC1	i	10	1.2	-0.25	0.92	-0.34	-3.9	1011	i	/	/	-13	-28	0.76	1506	4.0	1.5	2.0	-53%
Cc1ccc(-c2cc(C(=O)Nc3c(C)n(C)n(-c4ccccc4)c3=O)no2)cc1	i	-10	0.81	-0.21	0.87	-1.5	-1.0	852	i	6	709	6	12	1	1667	1.9	2.9	10	-14%
CCC(=O)c1ccc(OCC(O)CN2CCN(c3ccc(F)cc3)CC2)cc1 (stereo not drawn)	i	9	0.45	-0.22	0.65	0.6	-1.7	1338	i	/	/	8	7	0.29	1665	2.8	2.6	7.4	19%
COc1ccc(CSc2nnc(N)s2)cc1F	i	-1	-0.49	-0.19	0.014	-0.0098	-1.8	730	i	/	/	2	-6	-0.4	1337	3.9	2.7	14	18%
Cc1ccc(OC(=S)Nc2ccc(F)cc2)cc1	i	-3	0.042	-0.28	0.038	0.68	/	/	i	-19	737	-8	-5	/	/	3.0	2.6	7.6	0%
Cc1nnc(SCC(=O)N/N=C/c2ccc(-c3ccc(C)c(Cl)c3)o2)s1	i	1	-0.29	-0.23	0.096	0.37	0.2	1088	i	-5	652	6	4	-0.31	1350	3.9	3.2	5.7	6%
COc1cccc(CNc2cnc3ccccc3c2)c1O	i	5	-0.76	-0.25	-0.081	-0.19	9.0	507	i	2	718	-3	0	/	/	4.2	1.0	3.6	-64%
CN(C)c1ccc(/C(=N\O)C(F)(F)F)cc1	i	-7	-0.29	-0.2	-0.2	0.11	-2.5	850	i	/	/	-18	2	0.1	1014	2.0	2.5	5.5	3%
CCOC(=O)c1sc(NC(=O)c2ccc(Cl)s2)cc1C	i	5	-0.11	0.31	0.17	-0.5	-1.1	1083	i	12	651	12	-2	-0.44	1965	8.8	2.6	3.3	-51%
COc1ccc(CNC(=O)CSc2nnc(Cn3nnc4ccccc43)n2C)cc1	i	-2	-0.75	-0.1	-0.047	1.2	-0.4	1000	i	1	766	6	-5	-0.09	932	1.4	1.1	3.9	11%
COc1cc(C(=O)Nc2ccc(O)cc2)ccc1OC(C)=O	i	-1	-0.78	-0.13	-0.51	0.37	-2.9	1243	i	9	757	51	27	0.29	860	2.0	2.0	6.8	3%
C=C(C(=O)c1ccccc1)C(C)CC(=O)c1ccccc1 (stereo not drawn)	i	-1	-0.54	0.011	-0.15	-0.6	7.6	946	i	-6	610	-22	5	-2.5	719	4.3	1.8	6.1	/
CCCCn1c(SCc2nc(N)nc(Nc3ccccc3C)n2)nc2ccccc2c1=O	i	-14	0.046	-0.26	0.15	1.3	/	/	i	-35	721	13	6	-0.83	983	2.6	1.7	8.9	-18%
O=C(Nc1cccc([N+](=O)[O-])c1)Nc1cccs1	i	44	0.46	-0.24	0.67	-0.22	-0.5	1160	i	0	611	1	1	-1.1	1233	3.4	2.7	8.7	-13%
O=C(Nc1ccccc1C(F)(F)F)Nc1cccc2ccccc12	i	15	-0.047	-0.2	0.52	-0.44	-3.7	1469	i	/	/	9	2	0.5	1308	2.3	2.2	4.8	-7%
Oc1ccccc1-n1nc2ccc3nonc3c2n1	/	/	-0.093	-0.2	-0.44	1.8	0.6	1312	i	3	735	/	/	-0.25	1330	/	/	/	24%
COCCNc1nc(-c2cc(-c3ccccc3)on2)cc(C(C)C)n1	/	/	-0.037	-0.79	0.033	0.26	-0.9	1202	i	/	/	/	/	0.53	857	/	/	/	30%
CCCCCc1c2c(cc(O)c1C(=O)O)OC(=O)c1c(cc(OC)cc1C(=O)CCCC)O2	i	-12	0.089	-0.16	0.21	0.1	-0.6	1075	i	1	750	4	-3	0.13	1489	2.9	2.0	9.0	6%
CN(C)c1nnnn1-c1ccccc1Oc1ncc(C(F)(F)F)cc1Cl	i	5	1.6	-0.15	0.74	-0.22	-0.8	1189	i	-6	695	-17	-19	-0.38	1364	4.2	2.3	17	-12%
Nc1c(Cl)cnc(C(Cl)(Cl)Cl)c1Cl	i	-3	0.5	-0.33	0.51	-0.2	-1.2	1090	i	4	666	35	31	0.09	1237	2.3	3.9	8.9	9%
COc1cc(SC)ccc1C(=O)Nc1ncc(C)s1	i	7	0.11	-0.3	0.071	-0.21	-1.4	918	i	8	737	11	21	/	/	1.7	1.0	5.0	26%
Next part
SMILES	Autophagy HCS	Autophagy HCS cell loss 18 h	Dynein cargo inh	Dynein cargo inh cytoplasmic EGFP	Dynein cargo inh nuclear GR-EGFP	Dynein cargo inh cell count	b-catenin transl	b-catenin transl cell count 5 µM	Yfh1-depleted yeast	Hep lipid drop	Hep lipid drop cells 6.5 µM	WT yeast gro inh	WT yeast gro inh mutant strain	Ins promoter up	Ins promoter up cell count	MT stabilizer	MT stabilizer Hoechst-high %	MT stabilizer cytotoxicity %	NOD2 inhibition
Nc1c2c(nc3ccn(-c4ccccc4)c(=O)c13)CCCCC2	i	-14	-0.55	-0.17	0.11	0.22	-3.0	1188	i	/	/	10	8	0.34	1112	2.2	2.1	10	3%
O=C1/C(=C/c2ccco2)Oc2c1ccc(O)c2CN1CCCCC1	i	8	-0.55	-0.23	0.57	-0.37	-2.2	585	i	3	706	4	-12	0.56	1303	3.6	3.2	0.4	5%
Cc1c(NC(=O)CN2C(=O)C(=O)c3ccccc32)c(=O)n(-c2ccccc2)n1C	i	-2	-0.28	-0.12	0.011	-1.4	1.4	1040	i	3	708	-12	16	0.06	1353	0.8	1.2	2.4	18%
Cc1ccc(N=C2NC(=O)S/C2=C\c2ccco2)cc1	i	-3	0.39	-0.18	0.4	-0.34	5.0	1037	i	-1	579	8	-8	0.17	1437	3.5	4.6	5.4	-15%
CS(=O)(=O)N1CCc2cc(S(=O)(=O)Nc3ccc4c(c3)OCCO4)ccc21	i	5	-0.18	-0.18	-0.14	0.44	0.6	1031	i	-24	631	0	-2	-0.68	1617	5.5	3.8	0.0	25%
O=C(CCN=C1NS(=O)(=O)c2ccccc21)N1CCc2ccccc2C1	i	-8	1.1	-0.16	0.46	-1.3	0.7	980	i	3	667	-4	-22	0.16	1411	2.5	2.0	3.3	7%
COc1ccc(/C=N/NC(=O)C(=O)NCc2cccnc2)cc1OC	i	-21	0.51	-0.18	0.6	1.2	-2.0	1413	i	/	/	-10	1	0.31	1535	2.8	2.3	5.0	-3%
O=C(CCS(=O)(=O)c1cccc2nonc12)NCCc1ccccc1Cl	i	10	-0.32	-0.21	0.24	0.19	-0.8	1110	i	-4	751	1	6	0.18	1236	3.4	1.4	1.6	11%
O=C1NC[C@H](Cc2ccccc2)N(CC2CCCCC2)C1=O	/	/	-0.48	-0.82	-0.16	0.36	-1.2	1349	i	20	732	/	/	-1	1113	/	/	/	14%
CCOC(=O)N1CCN(C(=O)CNC(=O)c2nn(-c3ccc(OC)cc3)c(=O)c3ccccc23)CC1	i	1	0.69	-0.18	0.98	-0.31	0.5	1069	i	12	622	4	4	-0.34	1964	3.8	1.4	6.3	-10%
Cc1ccc(S(=O)(=O)NN2C(=O)c3ccccc3NC2C)cc1 (stereo not drawn)	i	4	-0.25	-0.31	-0.34	1.1	-0.8	1157	i	-1	583	-24	-14	-0.03	1384	1.7	3.0	7.5	-14%
CCOc1nc(NCCO)nc(Nc2cc(Cl)ccc2OC)n1	i	-33	-0.019	-0.21	0.2	0.14	1.0	1457	i	2	668	4	8	-0.36	1359	1.6	1.3	12	10%
COc1ccc2nc(C)cc(C(=O)O)c2c1	i	-16	0.25	-0.16	0.3	0.093	0.8	1106	i	/	/	-11	-7	0.58	1274	3.2	2.1	2.3	-4%
O=C(NCC1CCCC(CNC(=O)N2CCc3ccccc32)C1)N1CCc2ccccc21 (stereo not drawn)	i	-11	-0.4	-0.26	-0.12	-0.091	/	/	i	7	765	8	-2	-1.4	939	2.7	1.9	10	0%
